# MCF10A rerep – A quantitative high throughput screen for small molecules that induce DNA re-replication in MCF 10a normal breast cells. 350,000 compounds, 2.9% hits. Potency, µM (top dose mostly 46.1 µM), inactives show at the highest dose activity, positive = re-replication, hits mostly activators. MCF 10A DNA re-replication, Hoechst nuclear intensity, 48 h; also: potency is read from the fitted curve at half-maximal effect; % of control where 0% means no effect; nearly all actives have a fitted effect of over 50% in size
# A549 viability – Nrf2 qHTS screen for inhibitors: counterscreen for cytotoxicity; AID 504648, 2011; 390,000 compounds, 0.16% hits; A549 ARE-Fluc cells, CellTiter-Fluor viability, 18-24 h; Potency, µM (highest dose often 46 µM), inactives show at the top dose activity change, negative = cytotoxicity, actives largely listed as inhibitors; also: potency is read from the fitted curve at half-maximal effect; % is scaled to controls: 0 for no effect and ±100 for the full control effect
#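 A549 ARE-Fluc cells in 5% FBS OPTI-MEM, 5000 cells/well, rested 2 h then exposed to compounds in concentration-response for 18-24 h at 37 °C. Viability by CellTiter-Fluor fluorescence (Ex 405/Em 525) after 30 min; luciferase luminescence (BugLite, 15 min, RT) read afterwards.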
# TGFb inhibitor – qHTS for Inhibitors of TGF-b; HepG2 CAGA-GFP TGF-b/SMAD3 reporter, GFP fluorescence, 18 h; TGF-beta stimulated, 500 pg/mL final; AID 588855, 2011; 410,000 compounds, 1.2% hits; Potency, µM (highest dose often 46.1 µM), without a hit: at the highest dose activity, negative = inhibition, most hits filed as inhibitors; also: potency is read from the fitted curve at half-maximal effect; % is scaled to controls: 0 for no effect and ±100 for the full control effect; nearly all actives have a fitted effect of over 65% in size
#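 HEPG2 CAGA-GFP, 1000 cells/well; 2 h settle, 37 C; cpd via pin tool; TGF-b 500 pg/mL final; 18 h, 37 C; GFP imaging ex488/em500-530; %Activity normalised to -TGF-b and +DMSO controls; CRC fit, curve class.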
# ATXN viability – Viability Counterscreen for Primary qHTS for Inhibitors of ATXN expression. S2 cells (HEK-293 line with an ATXN2-luciferase reporter) viability, CellTiter-Fluor protease fluorescence, 24 h. Potency, µM (titrated, usually from 56.7 µM), hits mostly cytotoxic. 400,000 compounds, 0.49% hits; also: potency is read from the fitted curve at half-maximal effect; nearly all actives have a fitted effect of over 40% in size
# IL-1B inflam inh – qHTS for Inhibitors of Inflammasome Signaling: IL-1-beta AlphaLISA Primary Screen; THP-1 LPS/ATP IL-1B secretion, AlphaLISA, 16 h; active compounds read low; activity change, % at 57.5 µM; 360,000 compounds, 4.7% hits; in the data active = activity change below about -50%; inconclusive = mostly about -30% to -49%; also: % is scaled to controls: 0 for no effect and ±100 for the full control effect
#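 THP-1 cells pretreated 1 hr with compounds (up to 57.5 uM final), then stimulated with LPS (250 ng/mL final) plus ATP (1.25 mM final); secreted IL-1B measured by AlphaLISA after 16 hr, decreased signal indicating inhibition.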
# Nrf2 block – Nrf2 qHTS screen for inhibitors. A549 ARE-Fluc reporter, luciferase luminescence, 18-24 h. Potency, µM (series often up to 46 µM), inactives show at the highest dose activity change, negative = inhibition, hits mostly inhibitors. 360,000 compounds, 2.1% hits; also: potency is read from the fitted curve at half-maximal effect; % is scaled to controls: 0 for no effect and ±100 for the full control effect; nearly all actives have a fitted effect of over 60% in size
#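 Nrf2 function is reported as luminescence of an ARE-controlled luciferase in A549 cells. Compounds were tested at several concentrations, and a CellTiter-Fluor read on the same wells flagged cytotoxicity.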
# Nrf2 ARE act – qHTS of Nrf2 Activators. AREc32 ARE-luciferase reporter (MCF7-derived line), luminescence, 24 h. Potency, µM (highest dose often 46.1 µM), for inactives: at the highest dose activation, actives largely listed as activators. 410,000 compounds, 0.31% hits. AID 624171, 2012; also: potency is read from the fitted curve at half-maximal effect; % of control where 0% means no effect; nearly all actives have a fitted effect of over 65% in size
#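 AREc32 cells carrying an ARE-driven firefly luciferase, 1000 cells/well in OPTI-MEM with 5% FBS, dosed after overnight attachment and incubated 24 hr at 37 deg C. Steady-Glo luminescence read after 30 min at RT.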
# ATXN2 expr inh – Primary qHTS for Inhibitors of ATXN expression. Potency, µM (highest dose often 57 µM), for inactives: at the highest dose activity change, negative = inhibition, hits mostly inhibitors. 360,000 compounds, 0.72% hits. HEK-293 ATXN2-luciferase reporter, luminescence, 24 h; also: potency is read from the fitted curve at half-maximal effect; % is scaled to controls: 0 for no effect and ±100 for the full control effect; nearly all actives have a fitted effect of over 55% in size
#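 qHTS (up to 57 uM final) was run with 24 h compound exposure of reporter cells at 37 °C. Each well was multiplexed: SteadyGlo luminescence measured ATXN2-luciferase expression after a fluorogenic Gly-Phe-AFC viability readout (25 uM final).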
# HepG2 tox – qHTS for Inhibitors of TGF-b: Cytotox Counterscreen; 410,000 compounds, 0.76% hits; HepG2 CAGA-GFP viability, ATP luminescence, 18 h; AID 588856, 2011; Potency, µM (series often up to 46.1 µM), for the others: at the top dose activity change, negative = cytotoxicity, most hits filed as cytotoxic; also: potency is read from the fitted curve at half-maximal effect; some results filed as inactive show a strong effect at the top dose
#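 HepG2 CAGA-GFP cells (1000/well, DMEM with 1% FBS) received compound, then TGF-beta at 500 pg/mL final, and were incubated 18 hours at 37 degrees C. Viability was read by CellTiter-Glo luminescence. Media-only wells were set as complete cell-killing and DMSO as no toxicity.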
# An asterisk follows results filed as active; i = inactive; ? = inconclusive; · = no result given; [ ] = dose if it differs, or a comment. Unless noted, calls follow the shape of the dose curve; as a rule, active = well fitted curve in the direction sought with a large enough effect; inconclusive = small, poorly fitted or top-dose-only effect, or another doubt; inactive = no such curve, though single readings can be large; an effect the other way counts as inactive or inconclusive.
SMILES,MCF10A rerep,A549 viability,TGFb inhibitor,ATXN viability,IL-1B inflam inh,Nrf2 block,Nrf2 ARE act,ATXN2 expr inh,HepG2 tox
c1ccc2c(c1)-c1cccc3cncc-2c13,6.7%,7.5%,-13.6%,i,-83.7*,?,3.8%,-22.8%,3.3%
Cc1ccc(S(=O)(=O)N2CCC[C@H]2C(=O)OCC(=O)c2ccc3c(c2)NC(=O)CO3)cc1,3.2%,-0.2%,-14.6%,i,5.3,-13.3%,0.2%,-11.8%,-10.3%
C=CCn1c(SCC(=O)c2c(N)n(C3CC3)c(=O)[nH]c2=O)nnc1-c1ccccc1OC,-4.0%,2.3%,-12.5%,i,13.3,3.2%,2.3%,5.2%,-8.2%
CCOc1ccccc1Nc1nc(N)nc(CSc2nccc(C)n2)n1,?,5.6%,-5.7%,i,-0.1,-13.5%,0.3%,-3.5%,-7.2%
C/C(=N\NC(=O)c1ccccc1N)c1ccc(NC(=O)Cc2ccccc2)cc1,-1.3%,-8.9%,17.6%,i,-3.1,?,2.8%,13.8%,-4.0%
Cc1ccc(-c2cc(C(=O)Nc3cccnc3)c3ccccc3n2)s1,?,-16.3%,?,i,i,4.1%,2.5%,7.6%,0.0%
CC(C)(C)c1ccc(CSc2ccc(S(=O)(=O)N3CCOCC3)cn2)cc1,?,-10.7%,?,i,-3.0,?,3.2%,-10.0%,-34.0%
COc1ccc(NC(=O)CSc2nc3cc(OC)c(OC)cc3c3nc(-c4ccccc4)nn23)cc1Cl,·,17.5%,-2.3%,i,·,27.1%,-0.3%,-5.2%,-1.6%
O=C(NCc1cccc(F)c1)c1ccc(NC(=O)c2nsc3ccccc23)cc1,·,-0.1%,29.7%,i,·,·,0.4%,31.1%[activator],-48.6%
Cc1ccc2c(c1)nnn2C1CCN(S(=O)(=O)c2ccc3ccccc3c2)CC1,-2.8%,-15.2%,?,i,-9.1,?,-0.5%,-11.3%,-3.4%
CC1CCc2c(sc(NC(=O)c3ccc(Cn4cc([N+](=O)[O-])cn4)o3)c2C#N)C1 (stereo not given),-6.3%[9.22 µM],1.4%,0.0%,i,-17.8,-3.0%,3.6%,27.0%,-30.2%
CO/N=C/C(=N\Nc1ccccc1)C(=O)c1ccccc1,-10.5%,0.7%,-0.7%,i,-7.4,-1.8%,5.0%,-0.6%,-4.2%

# Overlap with the part before: five entries, followed by the next part.
SMILES,MCF10A rerep,A549 viability,TGFb inhibitor,ATXN viability,IL-1B inflam inh,Nrf2 block,Nrf2 ARE act,ATXN2 expr inh,HepG2 tox
COc1ccc(NC(=O)CSc2nc3cc(OC)c(OC)cc3c3nc(-c4ccccc4)nn23)cc1Cl,·,17.5%,-2.3%,i,·,27.1%,-0.3%,-5.2%,-1.6%
O=C(NCc1cccc(F)c1)c1ccc(NC(=O)c2nsc3ccccc23)cc1,·,-0.1%,29.7%,i,·,·,0.4%,31.1%[activator],-48.6%
Cc1ccc2c(c1)nnn2C1CCN(S(=O)(=O)c2ccc3ccccc3c2)CC1,-2.8%,-15.2%,?,i,-9.1,?,-0.5%,-11.3%,-3.4%
CC1CCc2c(sc(NC(=O)c3ccc(Cn4cc([N+](=O)[O-])cn4)o3)c2C#N)C1 (stereo not given),-6.3%[9.22 µM],1.4%,0.0%,i,-17.8,-3.0%,3.6%,27.0%,-30.2%
CO/N=C/C(=N\Nc1ccccc1)C(=O)c1ccccc1,-10.5%,0.7%,-0.7%,i,-7.4,-1.8%,5.0%,-0.6%,-4.2%
CCOC(=O)Cc1csc(NC(=O)c2c(O)c3ccccc3n(CC(C)C)c2=O)n1,-6.9%,-3.9%,-4.6%,i,7.6,?,0.0%,-0.5%,0.4%
CCS(=O)(=O)N1CCN(CC(=O)NC2CCCCC2)CC1,-3.0%,-0.4%,-4.3%,?,16.6,-6.5%,-0.4%,8.7%,1.5%
COc1ccc(C)cc1S(=O)(=O)Nc1ccc2c(c1)N(C(C)=O)CCC2,11.7%,-10.4%,-10.7%,?,11.4,?,0.1%,2.2%,-18.9%
COC(=O)c1sccc1S(=O)(=O)N1CCN(c2cccc(C)c2)C(C)C1 (stereo not given),·,?,-12.7%,i,·,-11.0%,4.3%,-3.6%,-1.3%
COCCNC(=O)C1CCCN(C(=O)c2ccc(SC(F)(F)F)cc2)CC1 (stereo not given),·,·,22.2%,i,31.8,·,-0.1%[9.22 µM],-2.2%,-2.7%
Cc1cc(N)n(-c2ccccc2C)n1,?,3.2%,-28.8%,?,13.1,0.7%,0.0%,-42.1%,4.4%
Cc1csc2c(N3CCN(C(=O)c4ccc(C(C)(C)C)cc4)CC3)ncnc12,?,-1.8%,11.2µM*,i,-8.9,-23.3%,7.1%,·,-37.7%
CCC1CCCCN1C(=O)c1c[nH]c2ccc(S(=O)(=O)Nc3cccc(OC)c3)cc2c1=O (stereo not given),·,-0.6%,0.0%,·,·,·,-0.4%,·,-10.3%
CN(C)c1ccc(C(CNC(=O)c2ccco2)N2CCCC2)cc1 (stereo not given),5.3%,0.0%,?,i,-8.5,0.0%,-0.2%,24.8%,-34.3%
CN(C(=O)COC(=O)C1CSC2(C)CCC(=O)N12)c1ccccc1 (stereo not given),-1.3%,-1.6%,1.0%,i,2.5,7.3%,0.1%,3.0%,-15.2%
Cc1ccc(-n2c3c(cc(C(=O)N4CCN(C)CC4)c2=O)C(=O)CC(C)(C)C3)cc1,2.0%,?,-22.2%,i,0.6,14.2%,-0.4%,1.7%,1.7%
COc1ccc(C2C(C(=O)Nc3ccc(Cl)cc3)=C(C)Nc3nc(SCc4cccc(C)c4)nn32)cc1OC (stereo not given),·,2.0%,0.1%,i,·,10.5%,0.0%,3.8%,2.7%
COC(=O)CCCCCCCCC(O)CN(C)C (stereo not given),?,-1.4%,0.5%,i,22.8,2.0%,0.4%,3.3%,-11.2%
COC(=O)c1c(NC(=O)c2nc3nc(C)cc(C(F)F)n3n2)sc2c1CCC2,39.4%,-0.4%,-2.8%,i,-26.6,?,-0.6%,-0.7%,-17.2%
CCOC(=O)CNC(=O)CSc1nnc(-c2ccc(OC)cc2)n1CC,-1.5%,7.5%,12.4%,i,-0.6,0.3%,-0.6%,-2.4%,-7.3%
Cc1ccsc1/C=N\NC(=O)Cn1nnc2ccccc21,?,-2.7%,-19.0%,i,11.6,-17.5%,0.5%,8.0%,2.1%
CCOc1ccc(-c2cc(C(=O)NCc3ccccc3Cl)c3ccccc3n2)cc1,·,-3.1%,-12.7%,i,·,·,0.6%,13.3%,-1.2%
CC(=O)c1ccc(NC(=O)CN2C(=O)/C(=C/C=C/c3ccccc3)SC2=S)cc1,10.3µM*,-1.2%,?,?,0.0,?,4.7%[9.22 µM],2.2%,-35.2%
COc1cc(C(=O)CSc2nncn2C)cc(OC)c1OC,?,-9.7%,-9.9%,i,-10.0,-5.3%,-0.7%,3.9%,1.0%
CC(/C=C/c1ccc2c(c1)OCO2)=N/NC(=O)COc1ccc(C)cc1,5.0%,8.0%,?,i,-19.8,2.0%,0.2%,0.6%,-20.9%
CCCCNC(=O)c1cc2c(=O)n(CC)c3ccccc3c2s1,11.1%,1.6%,13.0%,i,-20.3,?,3.2%,-12.5%,-14.4%
COc1ccc(-n2c3c(cc(C(=O)Nc4ccc(C)cc4)c2=O)C(=O)CCC3)cc1,4.8%,17.0%,23.6%,i,-27.2,·,-1.1%,-9.4%,10.4%
CC1=C(C(=O)Nc2ccccc2)C(c2cccc(Cl)c2)n2nc(SCC(=O)c3ccc(C)cc3)nc2N1 (stereo not given),·,13.0%,1.6%,i,·,·,0.5%,6.8%,-3.0%
COc1ccc(CNC(=O)c2cccc3c2C(=O)N(Cc2cccnc2)C3)cc1,5.2%,0.1%,-0.2%,i,?,-2.9%,0.3%,0.5%,-13.0%
COc1cccc(-c2nc3ccc(C(=O)N4CCCC(O)C4)cc3o2)c1 (stereo not given),8.0%,-7.3%,-11.3%,i,-11.7,10.5%,3.1%,5.3%,-20.3%
COc1ccc(N2CCN(C(=O)c3ccc(CS(=O)Cc4ccc(Cl)cc4)o3)CC2)cc1 (stereo not given),9.9%,0.9%,-9.7%,i,-19.3,-13.3%,0.3%,-16.8%,-20.9%
COC(=O)c1cc2c(-c3ccccc3)cc3ccccn3c-2c1C(=O)OC,?,?,-47.8%,?,-24.4,?,1.1%,-14.6%,4.5%
Cc1cc2oc(=O)cc(CN3CCCCC3)c2cc1C(C)C,-17.4%,-1.0%,-4.7%,i,0.0,-13.3%,0.7%,0.3%,-24.0%
O=C(Nc1cccc([N+](=O)[O-])c1)N1CCN(c2ccccc2)CC1,6.7%,-10.3%,-1.2%,i,-22.9,?,-0.8%,?,-7.5%
Cc1cc(C)c(NC(=O)C2CCN(C(=O)N3CCOc4ccccc43)CC2)c(C)c1,·,8.5%,?,·,·,?,-0.6%,·,-26.6%
O=C(CSC(=O)c1ccccc1)Nc1ccccc1F,9.3%,-2.3%,12.5%,i,8.6,0.7%,2.2%,1.2%,-8.3%
CC(=O)c1sc(NC(=O)COc2ccc(C(C)C)c(C)c2)nc1C,?,2.7%,-6.3%,i,-8.0,?,0.2%,-21.5%,-10.6%
